Source: PubChem BioAssay
MCL1 BIM primary: inhibitors of human MCL1 binding to BIM-BH3 peptide; GST-MCL1 / FITC-Bim-BH3 fluorescence polarization; inhibition, % at 10.9 µM; AID 2057; 320,000 compounds, 0.68% hits;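 active = inhibition above the mean inhibition of all tested compounds plus 3 SD, set per campaign, cut at about 40% in these data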;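 also: 0% = DMSO wells and 100% = unlabeled Bim-BH3 peptide control; higher means more loss of mP so more displacement of Bim peptide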
Target sequence (Q07820 whole entry, looked up): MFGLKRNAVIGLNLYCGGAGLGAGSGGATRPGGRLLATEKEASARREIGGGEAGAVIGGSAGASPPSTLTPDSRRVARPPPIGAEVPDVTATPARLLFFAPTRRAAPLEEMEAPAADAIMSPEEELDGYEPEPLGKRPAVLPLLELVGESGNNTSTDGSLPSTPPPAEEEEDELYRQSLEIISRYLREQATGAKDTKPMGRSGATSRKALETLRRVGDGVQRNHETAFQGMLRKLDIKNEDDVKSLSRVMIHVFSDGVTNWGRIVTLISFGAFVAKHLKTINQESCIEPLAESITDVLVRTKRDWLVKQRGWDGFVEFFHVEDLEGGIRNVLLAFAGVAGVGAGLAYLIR
Bcl-xL primary: Bcl-xL (human) inhibition | Q07817 | GST-Bcl-xL / FITC-Bim BH3 peptide fluorescence polarization | inhibition, % at 10.9 µM | 320,000 compounds, 0.7% hits | AID 2129;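 active = inhibition above the mean of all tested compounds plus 3 SD, cutoff set per campaign, cut at about 30% in these data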;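 also: 0% = DMSO wells and 100% = unlabeled Bim-BH3 peptide competitor; inhibitors lower millipolarization by displacing the labeled peptide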
Target sequence (Q07817 whole entry, looked up): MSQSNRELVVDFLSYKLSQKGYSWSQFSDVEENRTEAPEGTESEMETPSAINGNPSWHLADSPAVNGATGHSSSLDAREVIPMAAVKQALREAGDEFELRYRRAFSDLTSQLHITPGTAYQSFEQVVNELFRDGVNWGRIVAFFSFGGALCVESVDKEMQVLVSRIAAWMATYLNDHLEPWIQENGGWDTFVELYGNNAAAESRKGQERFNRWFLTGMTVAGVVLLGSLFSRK
AHR act: activators of human aryl hydrocarbon receptor. 320,000 compounds, 2.5% hits. activation, % at 5 µM. AHR-responsive luciferase reporter cells, luminescence. P35869; in the data active = activation above about 47%;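 also: 0% = vehicle wells and 100% = reference agonist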
PAFAH1B2 FP inh: PAFAH1B2 (human) inhibition. P68402. recombinant PAFAH1B2, FP-rhodamine activity probe, fluorescence polarization. inhibition, % at 3.39 µM. 340,000 compounds, 1.2% hits;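 active = inhibition above the mean of all tested compounds plus 3 SD, cut at about 24% in these data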;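 also: 0% = enzyme with DMSO and 100% = wells lacking PAFAH1B2; many of its hits are not listed in these tables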
Target sequence (P68402 whole entry, looked up): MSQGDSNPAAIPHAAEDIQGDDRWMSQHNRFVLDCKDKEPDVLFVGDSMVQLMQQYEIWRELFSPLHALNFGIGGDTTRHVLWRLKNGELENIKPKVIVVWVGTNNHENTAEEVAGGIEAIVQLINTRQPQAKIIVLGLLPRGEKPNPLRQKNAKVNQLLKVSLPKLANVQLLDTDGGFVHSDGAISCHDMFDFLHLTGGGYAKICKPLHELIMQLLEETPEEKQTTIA
GLD-1 TGE inh: GLD-1-TGE RNA interaction inhibition (C. elegans) | Q17339 | inhibition, % at 5.96 µM | 320,000 compounds, 0.44% hits | purified GLD-1 + fluorescein TGE RNA, fluorescence polarization;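 active = percent inhibition above a per-plate cutoff, the plate mean of test compounds plus 3 SD, cut at about 30% in these data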;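 also: 0% = DMSO wells with GLD-1 and probe and 100% = wells lacking GLD-1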
PME-1 inh: blocks human protein phosphatase methylesterase 1; inhibition, % at 5.9 µM; Q9Y570; 320,000 compounds, 0.53% hits; recombinant PME-1, FP-Rh probe fluorescence polarization;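 active = inhibition above the campaign mean of all compounds plus 3 SD, cut at about 26% in these data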;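 also: competitive labeling of PME-1 active site by serine hydrolase directed probe; 0% = PME-1 with DMSO and 100% = wells lacking PME-1 enzyme; inhibitors block probe labeling so polarization falls and inhibition rises; many of its hits are not listed in these tables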
MEX-5 binding: C. elegans MEX-5 TCR-2 RNA binding activity | MEX-5/FITC-TCR2 RNA binding, fluorescence polarization; hits give low values | 300,000 compounds, 0.38% hits | AID 1832 | activity score (negative = inhibition of binding), % at 10 µM | Q9XUB2;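 active = inhibition past about -25% in most replicates, and total fluorescence under double the plate's negative control median, limit read from the data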;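 also: 0% = DMSO and -100% = 5 µM competing unlabeled TCR2 RNA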
pPAFAH FP inh: pPAFAH (human) enzyme inhibition. inhibition, % at 3.39 µM. 330,000 compounds, 1.5% hits. recombinant pPAFAH, FP-rhodamine probe fluorescence polarization. Q13093;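 active = inhibition above the mean inhibition across the screen plus 3 SD, cut at about 25% in these data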;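 also: inhibitors block binding of the rhodamine activity-based probe so polarization drops; 0% = enzyme with DMSO and 100% = wells lacking pPAFAH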
Fam108B counter: counter-screen for RBBP9 inhibitors: inhibitors of mouse Fam108B. recombinant Fam108B, FP-Rh probe fluorescence polarization. inhibition, % at 9.51 µM. 300,000 compounds, 0.33% hits. AID 1947;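 active = inhibition above the screen mean inhibition plus 3 SD, computed separately per campaign, cut at about 18% in these data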;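 also: inhibitors lower polarization as less probe binds the enzyme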
* hit, by the source's call. A portion of the library; the hit share may differ from the screen's.

What do the screens show for `COc1ccc(NC2=CC(c3cccc(OC)c3)N(c3ccc(OC)cc3)C2=O)cc1` (stereo unspecified)?
MCL1 BIM primary: -20; Bcl-xL primary: -8; AHR act: 3; PAFAH1B2 FP inh: 1; GLD-1 TGE inh: -15; PME-1 inh: 6; MEX-5 binding: 2.6; pPAFAH FP inh: 1; Fam108B counter: 6

Results for Cc1nc2sccc2c(=O)n1-c1cccc(Cl)c1 ?
MCL1 BIM primary: -5; Bcl-xL primary: 3; AHR act: -1; PAFAH1B2 FP inh: -4; GLD-1 TGE inh: 6; PME-1 inh: 1; MEX-5 binding: -0.5; pPAFAH FP inh: 1; Fam108B counter: 2

Results for FC(F)Oc1ccc(/C=N/c2c(-c3ccc(OC(F)F)cc3)nc3n2CCS3)cc1 ?
MCL1 BIM primary: -2; Bcl-xL primary: 0; AHR act: 4; PAFAH1B2 FP inh: 6; GLD-1 TGE inh: -7; PME-1 inh: 4; MEX-5 binding: 1.5; pPAFAH FP inh: 0; Fam108B counter: 3

Results for O=C(c1cccc([N+](=O)[O-])c1)N1CC2C3C=CC(C3)C2C1 (stereo unspecified) ?
MCL1 BIM primary: 5; Bcl-xL primary: 6; AHR act: 1; PAFAH1B2 FP inh: 4; GLD-1 TGE inh: 13; PME-1 inh: -4; MEX-5 binding: 0.0; pPAFAH FP inh: 0; Fam108B counter: 4

What do the screens show for `COc1ccc2cc3c(N)nn(C(=O)c4ccc(F)cc4)c3nc2c1`?
MCL1 BIM primary: -3; Bcl-xL primary: 2; AHR act: -2; PAFAH1B2 FP inh: -2; GLD-1 TGE inh: 4; PME-1 inh: -6; MEX-5 binding: 1.7; pPAFAH FP inh: 9; Fam108B counter: 1

Results for CC(C)Oc1nc(-c2ccccc2O)nc2ccccc12 ?
MCL1 BIM primary: -7; Bcl-xL primary: -3; AHR act: 2; PAFAH1B2 FP inh: -5; GLD-1 TGE inh: -8; PME-1 inh: -1; MEX-5 binding: 1.1; pPAFAH FP inh: 1; Fam108B counter: 0

How did CCN(C(=O)CSc1nc(-c2cccs2)nc2ccccc12)C1CCS(=O)(=O)C1 (stereo unspecified) do in these assays?
MCL1 BIM primary: -7; Bcl-xL primary: -4; AHR act: 7; PAFAH1B2 FP inh: -2; GLD-1 TGE inh: -2; PME-1 inh: -1; pPAFAH FP inh: -3

What do the screens show for `C[C@H]1[C@H](C)CC[C@]2(C)CC[C@]3(C)C(=CC(=O)C4[C@@]5(C)CC[C@H](O)C(C)(C)C5CC[C@]43C)[C@H]12` (stereo partly specified)?
MCL1 BIM primary: 1; Bcl-xL primary: 2; AHR act: -1; PAFAH1B2 FP inh: -6; GLD-1 TGE inh: 0; PME-1 inh: -11; pPAFAH FP inh: 2

Results for COc1ccc(/C=C/C(=O)c2cc3c(cc2N)OCO3)cc1 ?
MCL1 BIM primary: -8; Bcl-xL primary: 4; AHR act: 96*; PAFAH1B2 FP inh: 3; GLD-1 TGE inh: 6; PME-1 inh: 17; MEX-5 binding: 0.9; pPAFAH FP inh: 6; Fam108B counter: 7

What do the screens show for `COc1ccc(OC)c(NC(=O)COC(=O)/C=C/c2c(C)nn(C3CCS(=O)(=O)C3)c2Cl)c1` (stereo unspecified)?
MCL1 BIM primary: -7; Bcl-xL primary: 0; AHR act: 0; PAFAH1B2 FP inh: 2; GLD-1 TGE inh: 5; PME-1 inh: 12; MEX-5 binding: -0.1; pPAFAH FP inh: 1; Fam108B counter: 5

Results for Cc1ccccc1-n1c(=O)cc(NCc2ccc3c(c2)OCO3)[nH]c1=O ?
MCL1 BIM primary: 5; Bcl-xL primary: 4; AHR act: 2; PAFAH1B2 FP inh: 7; GLD-1 TGE inh: 0; PME-1 inh: -4; MEX-5 binding: -0.3; pPAFAH FP inh: -4; Fam108B counter: 1

Results for O=S(=O)(Nc1cccc(-n2cnnn2)c1)c1cc(Cl)ccc1Cl ?
MCL1 BIM primary: -4; Bcl-xL primary: 2; AHR act: 17; PAFAH1B2 FP inh: 4; GLD-1 TGE inh: -3; PME-1 inh: 11; MEX-5 binding: -5.6; pPAFAH FP inh: 4; Fam108B counter: 4

What do the screens show for `CC(C)NC(=O)COC(=O)c1ccc(S(=O)(=O)N2CCCC2)cc1`?
MCL1 BIM primary: -8; Bcl-xL primary: -5; AHR act: -1; PAFAH1B2 FP inh: 5; GLD-1 TGE inh: -5; PME-1 inh: -2; MEX-5 binding: -0.3; pPAFAH FP inh: 7; Fam108B counter: -2

How did O=C1COC(c2ccccc2)C2CCCCN12 (stereo unspecified) do in these assays?
MCL1 BIM primary: 2; Bcl-xL primary: 3; AHR act: -1; PAFAH1B2 FP inh: -2; GLD-1 TGE inh: 13; PME-1 inh: 0; MEX-5 binding: 0.7; pPAFAH FP inh: 1; Fam108B counter: 4

What do the screens show for `Cc1ccc(C)c(Cn2nnc3c(=O)[nH]c(C4CCCN(S(=O)(=O)Cc5ccccc5)C4)nc32)c1` (stereo unspecified)?
MCL1 BIM primary: -8; Bcl-xL primary: -3; AHR act: -2; PAFAH1B2 FP inh: -3; GLD-1 TGE inh: 2; PME-1 inh: -3; MEX-5 binding: -1.3; pPAFAH FP inh: 4; Fam108B counter: -3

How did O=c1/c(=C/c2ccccn2)sc2n1CN(c1ccccc1)CN=2 do in these assays?
MCL1 BIM primary: 4; Bcl-xL primary: 2; AHR act: 9; PAFAH1B2 FP inh: 2; GLD-1 TGE inh: -5; PME-1 inh: -3; MEX-5 binding: 0.5; pPAFAH FP inh: 1; Fam108B counter: 4

What do the screens show for `CN(CC(=O)NCC1COc2ccccc2O1)S(=O)(=O)c1ccc(Cl)cc1` (stereo unspecified)?
AHR act: -2; PAFAH1B2 FP inh: 9; GLD-1 TGE inh: 1; pPAFAH FP inh: 4

What do the screens show for `CC(=O)c1c(C)nn(C(=O)N2CCOCC2)c1C`?
MCL1 BIM primary: -2; Bcl-xL primary: 7; AHR act: 1; PAFAH1B2 FP inh: 7; GLD-1 TGE inh: 2; PME-1 inh: -4; MEX-5 binding: 2.2; pPAFAH FP inh: 1; Fam108B counter: -7

How did CCN(CC)S(=O)(=O)c1ccc(C2CNC(=O)C2)cc1 (stereo unspecified) do in these assays?
MCL1 BIM primary: 4; Bcl-xL primary: 6; AHR act: -1; PAFAH1B2 FP inh: 9; GLD-1 TGE inh: 5; PME-1 inh: 2; MEX-5 binding: 0.3; pPAFAH FP inh: 5; Fam108B counter: -2

What do the screens show for `Cc1ccc(N2C(=O)c3ccccc3C2=O)cc1C`?
MCL1 BIM primary: 4; Bcl-xL primary: -2; AHR act: 19; PAFAH1B2 FP inh: 1; GLD-1 TGE inh: -4; PME-1 inh: 2; MEX-5 binding: -1.2; pPAFAH FP inh: 3; Fam108B counter: -3

How did O=C(NCC1COc2ccccc2O1)c1ccc(-n2cncn2)c([N+](=O)[O-])c1 (stereo unspecified) do in these assays?
MCL1 BIM primary: 0; Bcl-xL primary: 3; AHR act: 1; PAFAH1B2 FP inh: -2; GLD-1 TGE inh: 4; PME-1 inh: 5; MEX-5 binding: 1.6; pPAFAH FP inh: 3; Fam108B counter: 2

Results for Cc1ccc(C)n1-c1ccc(C(=O)Nc2ccccc2)cc1 ?
MCL1 BIM primary: 3; Bcl-xL primary: -4; AHR act: -2; PAFAH1B2 FP inh: -2; GLD-1 TGE inh: -8; PME-1 inh: -1; MEX-5 binding: 1.4; pPAFAH FP inh: 10; Fam108B counter: -6

Results for O=C(COC(=O)c1ccc([N+](=O)[O-])s1)Nc1ncc(C(F)(F)F)cc1Cl ?
MCL1 BIM primary: active; Bcl-xL primary: 13; AHR act: 5; PAFAH1B2 FP inh: 11; GLD-1 TGE inh: 2; PME-1 inh: -2; MEX-5 binding: -1.9; pPAFAH FP inh: 14; Fam108B counter: 12

How did COc1ccc(CNC(=O)N[C@H](C(=O)O)C(C)C)cc1OC do in these assays?
MCL1 BIM primary: 2; Bcl-xL primary: 3; AHR act: 0; PAFAH1B2 FP inh: 6; GLD-1 TGE inh: 4; PME-1 inh: -3; MEX-5 binding: -5.4; pPAFAH FP inh: 2; Fam108B counter: 0

Results for Cc1c(C(=O)N2CCN(C3CCS(=O)(=O)C3)CC2)oc2c(F)cccc12 (stereo unspecified) ?
MCL1 BIM primary: 3; Bcl-xL primary: 5; AHR act: 15; PAFAH1B2 FP inh: -3; GLD-1 TGE inh: -1; PME-1 inh: -4; pPAFAH FP inh: 11

Results for Cc1cccn2c(=O)c3cc(C(=O)O)n(C)c3nc12 ?
MCL1 BIM primary: 1; Bcl-xL primary: 11; AHR act: 8; PAFAH1B2 FP inh: -4; GLD-1 TGE inh: 4; PME-1 inh: -1; MEX-5 binding: 0.1; pPAFAH FP inh: 5; Fam108B counter: -2

How did CCOc1ccc(NC(=S)NC(C)c2cccs2)cc1 (stereo unspecified) do in these assays?
MCL1 BIM primary: 5; Bcl-xL primary: -2; AHR act: -3; PAFAH1B2 FP inh: 2; GLD-1 TGE inh: -3; PME-1 inh: 4; MEX-5 binding: 2.5; pPAFAH FP inh: 1; Fam108B counter: 0

How did CCOc1ccc(CCNC(=O)CN2C(=O)COc3ccc(S(=O)(=O)N4CCOCC4)cc32)cc1 do in these assays?
MCL1 BIM primary: 5; Bcl-xL primary: 8; AHR act: 4; PAFAH1B2 FP inh: 3; GLD-1 TGE inh: -2; PME-1 inh: 2; MEX-5 binding: -0.3; pPAFAH FP inh: 1; Fam108B counter: 0

How did C[C@H](NC(=O)c1ccc(Cl)cc1)C(=O)NCCc1ccc(S(N)(=O)=O)cc1 do in these assays?
MCL1 BIM primary: -1; Bcl-xL primary: -1; AHR act: 2; PAFAH1B2 FP inh: 4; GLD-1 TGE inh: -14; PME-1 inh: 0; MEX-5 binding: 2.2; pPAFAH FP inh: 6; Fam108B counter: -3

What do the screens show for `CC1(C)Cc2c(cnn2-c2ccc(F)cc2)C(NC(=O)CN2CCCCC2=O)C1` (stereo unspecified)?
MCL1 BIM primary: 7; Bcl-xL primary: -2; AHR act: 0; PAFAH1B2 FP inh: 3; GLD-1 TGE inh: 3; PME-1 inh: -5; MEX-5 binding: 2.2; pPAFAH FP inh: 9; Fam108B counter: 2

Results for CCn1c(SCC(=O)N2CCc3ccccc3C2)nc2c1c(=O)n(C)c(=O)n2C ?
MCL1 BIM primary: 7; Bcl-xL primary: 2; AHR act: 3; PAFAH1B2 FP inh: 7; GLD-1 TGE inh: -3; PME-1 inh: 4; MEX-5 binding: 1.5; pPAFAH FP inh: -1; Fam108B counter: 0

Results for Cc1cc(C)n(C(=O)c2c([N+](=O)[O-])cnn2C)n1 ?
MCL1 BIM primary: -2; Bcl-xL primary: -2; AHR act: -1; PAFAH1B2 FP inh: 3; GLD-1 TGE inh: -9; PME-1 inh: 2; MEX-5 binding: 0.6; pPAFAH FP inh: 6; Fam108B counter: 2

What do the screens show for `CN(c1ccccc1)S(=O)(=O)c1cccc(C(=O)OCC(=O)NCc2ccco2)c1`?
MCL1 BIM primary: -2; Bcl-xL primary: 1; AHR act: 0; PAFAH1B2 FP inh: 6; GLD-1 TGE inh: -3; PME-1 inh: 1; MEX-5 binding: -0.3; pPAFAH FP inh: 7; Fam108B counter: -1
